# Eya2 phos inh: Eya2 (human) phosphatase inhibition | O00167 | recombinant Eya2, OMFP fluorescence dephosphorylation (OMFP is methylfluorescein phosphate) | Potency, µM (titrated, usually from 76.9 µM), for inactives: at the top dose activity, negative = inhibition, hits mostly inhibitors | hit rate 0.006% among 330,000; further: potency means the concentration at half of the fitted maximal effect
#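 Eya2 (0.2 uM) preincubated 10 min at ambient with compound, then OMFP substrate added at 50 uM; 10 min reaction in 50 mM HEPES pH 7.5, 50 mM NaCl, 5 uM MgCl2, 0.05% BSA, 1 mM DTT. Fluorescence read at Ex 485/Em 525 nm.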
# FBPA coupling cs: coupling enzyme interference in Giardia aldolase counter-screen | hit rate 0.67% among 290,000 | activity change, negative = inhibition, % at 58.2 µM, hits read low | AID 2472 | coupling enzyme system counterscreen, AmpLite Red fluorescence; in the data active means activity change below about -30%
#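 Counterscreen lacking aldolase: glyceraldehyde-3-phosphate coupling-enzyme reagent preincubated 10 min at RT with compound (at 57.5 uM final), then substrate/coupling system with AmpLite Red added; fluorescence read at 525/598 nm after 20 min RT.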
# KCNH2 WT inh: inhibitors of human wildtype KCNH2 potassium channel; U2OS, BacMam KCNH2, thallium flux FluxOr; hits give low values; activity change, % at 1.84 µM; hit rate 0.37% among 340,000; AID 720551;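 active means maximum activity change below -70%; inconclusive means maximum activity change between -70% and -50%; inactive means maximum activity change above -50%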
# Target sequence (Q12809 whole entry, looked up): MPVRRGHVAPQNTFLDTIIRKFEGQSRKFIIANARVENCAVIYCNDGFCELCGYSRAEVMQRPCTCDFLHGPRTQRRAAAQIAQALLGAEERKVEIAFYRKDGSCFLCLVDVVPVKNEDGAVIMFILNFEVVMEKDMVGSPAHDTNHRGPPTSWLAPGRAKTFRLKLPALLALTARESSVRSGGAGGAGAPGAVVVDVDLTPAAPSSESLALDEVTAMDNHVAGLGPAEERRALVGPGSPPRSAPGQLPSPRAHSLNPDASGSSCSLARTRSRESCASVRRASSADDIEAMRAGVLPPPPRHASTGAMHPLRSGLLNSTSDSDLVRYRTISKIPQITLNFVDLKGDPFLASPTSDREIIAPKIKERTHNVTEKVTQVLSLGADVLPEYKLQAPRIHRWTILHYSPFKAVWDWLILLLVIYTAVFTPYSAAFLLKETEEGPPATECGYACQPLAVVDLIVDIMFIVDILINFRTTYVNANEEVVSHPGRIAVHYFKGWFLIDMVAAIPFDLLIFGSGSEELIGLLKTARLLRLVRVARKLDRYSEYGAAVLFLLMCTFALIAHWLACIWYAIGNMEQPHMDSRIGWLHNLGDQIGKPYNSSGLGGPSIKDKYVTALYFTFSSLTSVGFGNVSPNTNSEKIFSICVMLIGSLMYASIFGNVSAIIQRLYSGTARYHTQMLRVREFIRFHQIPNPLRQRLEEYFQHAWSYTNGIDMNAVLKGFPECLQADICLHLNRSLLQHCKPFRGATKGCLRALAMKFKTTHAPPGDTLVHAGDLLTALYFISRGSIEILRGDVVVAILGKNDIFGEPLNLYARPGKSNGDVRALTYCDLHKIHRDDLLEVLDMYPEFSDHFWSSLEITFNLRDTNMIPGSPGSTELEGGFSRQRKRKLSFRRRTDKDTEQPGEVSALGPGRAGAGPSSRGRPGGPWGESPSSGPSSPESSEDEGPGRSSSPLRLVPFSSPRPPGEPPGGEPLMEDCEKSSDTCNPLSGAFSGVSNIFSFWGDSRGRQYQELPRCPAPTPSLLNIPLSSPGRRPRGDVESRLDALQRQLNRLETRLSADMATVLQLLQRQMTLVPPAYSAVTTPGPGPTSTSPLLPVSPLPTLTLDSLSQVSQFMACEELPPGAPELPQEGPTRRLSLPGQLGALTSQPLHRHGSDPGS
#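 U2OS cells were transduced with wild-type KCNH2 virus (2.03 x 10^8 / mL) for 4 h at room temperature, then cultured overnight at 37 C. Thallium flux was read with FluxOr dye. Rate constants were normalized to DMSO controls.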
# B2AR arrestin: recruits beta-arrestin to the human beta2-adrenergic receptor. P07550. beta-arrestin recruitment to beta2AR, cell-based reporter. Potency, µM (series often up to 46.1 µM), inactives show top-dose activation, most hits filed as activators. hit rate 0.02% among 330,000. AID 492947;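 further: potency means the concentration at half of the fitted maximal effect; 0% = DMSO controls and full agonism = EC100 isoproterenol or metaproterenol; nearly all actives have a fitted effect of over 65% in size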
# KCNH2 3.1 inh: blocks the human KCNH2 3.1 channel isoform. U2OS KCNH2 3.1, thallium flux FluxOr; hits give low values. activity change, % (tested at about 1.8 µM). hit rate 0.95% among 340,000. AID 720553;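 active means maximum activity change below -70%; inconclusive means maximum activity change from -70% to -50%; inactive means maximum activity change above -50%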;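 further: thallium influx rate constant from kinetic fluorescence after stimulation buffer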
#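 U2OS cells transduced with KCNH2 3.1 mutant virus (1.77 x 10^8 /mL, 4 h), plated overnight at 37 C, loaded 45 min with FluxOr dye plus Red40 quencher. Thallium flux rate constant from kinetic reads after stimulation buffer, normalised to controls.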
# USP2a inh: blocks human ubiquitin-specific protease USP2a; O75604; USP2 core, Ub-CHOP2 coupled fluorogenic reporter, 485/531; Potency, µM (highest dose often 38.3 µM), inactives show at the top dose activity change, negative = inhibition, actives largely listed as inhibitors; hit rate 0.01% among 330,000;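 further: potency means the concentration at half of the fitted maximal effect; plate controls were DMSO wells for no effect and full inhibition by NEM control for full effect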
#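 Deubiquitinase activity read as fluorescence (485/531 nm) after Ub-CHOP2 cleavage activates the enterokinase reporter on its substrate; USP2 core 10nM, Ub-CHOP2 and substrate 25nM each, 30min compound preincubation then 60min RT; data normalized to NEM, curves fitted.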
# Giardia killer: Giardia lamblia killing; hit rate 0.15% among 340,000; Giardia lamblia trophozoite viability; activity change, % at 7.66 µM, hits read low; in the data active means activity change below about -80%; inconclusive means between about -30% and that limit;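 further: parasites exposed to compound for two days anaerobically before the ATP read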
#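 ATP-content bioluminescence gauges trophozoite survival. Cells (100/well) receive compound and incubate anaerobically for 48 hrs at 37 deg C; detection reagent follows for 15-30 min at room temperature.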
# uPA generation: blocks generation of uPA at the cell surface | AID 540303 | Potency, µM (highest dose often 38.3 µM), for inactives: at the top dose activity change, negative = inhibition, most hits filed as inhibitors | hit rate 0.31% among 330,000 | cell surface uPA generation assay, qHTS; active means well fitted inhibition curve with a large enough effect; inconclusive means small, poorly fitted or top-dose-only effect; inactive means no such curve, though single readings can be large or run the other way; tested in mouse RAW 264.7 cells; further: potency means the concentration at half of the fitted maximal effect; nearly all actives have a fitted effect of over 55% in size
# PKM2 act: PKM2 (human) enzyme activation; P14618; purified PKM2, Kinase-Glo ATP luminescence, activation; response scale: 0% is enzyme alone, no compound; Potency, µM (highest dose often 57.5 µM), without a hit: top-dose activation, hits mostly activators; hit rate 0.34% among 260,000; further: potency means the concentration at half of the fitted maximal effect; nearly all actives have a fitted effect of over 55% in size
#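 Purified hPK-M2 (>95% pure) converted ADP (0.1 mM final) to ATP with 0.5 mM PEP in 50 mM imidazole pH7.2, KCl, MgCl2, Tween 20, BSA; 1 h at room temperature. ATP detected by Kinase-Glo luminescence.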
# BCR signal inh: chronic active BCR signaling inhibition | hit rate 0.05% among 340,000 | ABC-DLBCL IkBa-CBG/CBR reporter, luminescence ratio, 4 h | AID 493014 | Potency, µM (titrated, usually from 46.1 µM), without a hit: at the top dose ratio change, negative = lower green/red ratio, actives largely listed as inhibitors; active means well fitted inhibition curve with a large enough effect in the signal ratio, with a control signal flat, not every such curve was filed as active; inconclusive means small, poorly fitted or top-dose-only effect, or effect the other way, or a change in a side signal; the % refers to the signal ratio;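 further: potency means the concentration at half of the fitted maximal effect; plate controls were basal doxycycline-induced cells for no effect and cells given 10 µM MG132 for full effect; MG132 reads +100%, hits lower the ratio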
#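 TMD8 ABC-DLBCL cells carrying doxycycline-inducible green luciferase fused to IkappaBalpha plus unfused red luciferase were exposed to compounds (up to 46 uM) for 4 hrs at 37C. Activity came from the overlap-corrected green/red luminescence ratio.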
# GALK inhibitor: blocks human galactokinase activity. Purified GALK, Kinase-Glo residual ATP luminescence. Potency, µM (series often up to 57.5 µM), for the others: top-dose activity change, negative = inhibition, usual class: inhibitors. hit rate 0.007% among 270,000. P51570; further: potency means the concentration at half of the fitted maximal effect
#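 5 nM enzyme, 35 uM ATP, 100 uM galactose, 20 mM HEPES pH8.0, 5 mM MgCl2; 1 h RT; residual ATP by Kinase-Glo Plus luminescence, qHTS format.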
# The depositor's hits bear a star; ? = inconclusive; . = not tested or not shown. Unless noted, the call rests on the fitted dose curve; in most records, active means well fitted curve in the direction sought with a large enough effect; inconclusive means small, poorly fitted or top-dose-only effect, or another doubt; inactive means no such curve, though single readings can be large; an effect the other way counts as inactive or inconclusive. Unless noted, on the % scale 0 is the no-effect control and ±100 the full control effect. An unsorted share of the library; 2.4% or so of the library scored in one or more.
SMILES,Eya2 phos inh,FBPA coupling cs,KCNH2 WT inh,B2AR arrestin,KCNH2 3.1 inh,USP2a inh,Giardia killer,uPA generation,PKM2 act,BCR signal inh,GALK inhibitor
CCCCCOc1ccc(C(=O)NCCC(=O)NCCCC(=O)OCC)cc1,-23%,1,3,0.4%,-5,-3%,5,2%,4%,?,4%
COc1ccc2c(c1OC)C(=O)N(c1ccc(O)cc1)C2,-1%,1,5,-0.4%,0,2%,?,-14%,.,?,0%
Cc1ccc2[nH]c(C(=O)Nc3ccc(F)cc3)cc2c1,6%,2,6,0.4%,2,-1%,11,-8%,4%,?,7%
CCOC(=O)CCn1nc(-c2ccc(Cl)cc2)cc1N,3%,-3,10,-0.9%,-4,4%,-14,-3%,-5%,-3%,0%
Oc1ccc2[nH]ccc2c1,-1%,0,-4,-3.1%,8,1%,-8,-8%,-4%,1%,1%
Cc1cc(C)nc(SCC(=O)N/N=C/c2cccc([N+](=O)[O-])c2)n1,-1%,-15,1,-0.1%,0,1%,-5,11%,0%,13%,0%
CCCCc1nnc(NC(=O)C=C(C)C)s1,-9%,5,2,-0.1%,-8,0%,3,2%,-2%,?,-3%
COc1ccc(NC(=O)CN(C)C(=O)Cc2ccsc2)cc1,-12%,.,0,-0.4%,-7,0%,-3,8%,1%,-1%,5%
NC(=O)Cn1cnc2c(nnn2-c2ccc(F)cc2)c1=O,10%,0,0,0.1%,-3,-2%,7,0%,.,4%,0%
Cc1ccc(C(=O)C2=C(O)C(=O)N(Cc3cccnc3)C2c2ccc(Br)cc2)o1 (configuration not stated),0%,.,11,0.0%,-2,0%,3,-2%,0%,6%,-5%
CC(CN(C(N)=O)c1ccccc1O)C(=O)O (configuration not stated),6%,-1,-1,0.0%,-4,-2%,-8,6%,2%,18%,-2%
O=c1[nH]c(SCc2c(Cl)cccc2Cl)nc2ccccc12,4%,0,-8,0.1%,-32,-2%,-9,.,0%,5%,-3%
S=C(Nc1ccc(Cl)c(Cl)c1)N1CCN(c2ccccn2)CC1,-25%,1,0,0.1%,-14,-1%,-2,3%,2%,-2%,-6%
Fc1ccc(CSc2nnc(-c3ccccn3)o2)cc1,-12%,-14,4,4.1%,5,0%,3,?,7%,-8%,3%
Cc1cc(C)n2c(SCC(=O)Nc3ccc(F)cc3F)nnc2n1,0%,1,-3,-0.1%,9,1%,-14,0%,2%,5%,0%
CCOc1ccc(/C=N/NC(=O)C(O)c2ccccc2)c(O)c1 (configuration not stated),2%,1,6,0.0%,-7,-1%,-24,-11%,2%,-6%,0%
O=c1oc2ccccc2c(Nc2ccc3ccccc3c2)c1[N+](=O)[O-],-14%,0,1,-0.2%,-4,-14%,-1,-15%,-12%,-5%,4%
Cc1ccc(-n2ncc3c2CCCC3NC(=O)CCC2=NNC(=O)CC2)cc1C (configuration not stated),1%,.,-12,-0.5%,-13,1%,-5,-4%,2%,-8%,-3%
O=C(Cn1ncc2ccccc21)N1CCc2ccccc21,-5%,0,0,-0.3%,6,4%,9,-12%,9%,?,0%
COc1cc2c(cc1NC(=O)C(C)Sc1ccc(C)cc1)oc1ccccc12 (configuration not stated),-42%,-4,4,-0.5%,-11,2%,8,8%,2%,7%,0%
Cc1cc(NC(=O)c2ccc(S(=O)(=O)N3CCOCC3)cc2)nc2c1c(=O)oc1ccccc12,-2%,-4,.,-0.9%,.,0%,.,.,-2%,?,5%
O=S(=O)(c1cccc(C(F)(F)F)c1)N1CCN(c2cnccn2)CC1,-11%,-1,0,0.2%,-10,0%,-13,-6%,7%,-2%,10%
C/C(=N\NC(=S)Nc1cccc(C)c1)c1cc2ccccc2o1,-2%,-1,-5,-0.2%,-4,2%,-20,-6%,4%,0%,9%
Cc1nn(-c2ccccc2)c(C)c1/C=N/NC(=O)c1cc(-c2cccs2)[nH]n1,-5%,4,10,2.0%,-3,-4%,-21,?,2%,18µM*,-1%
Cc1cccc(C(=O)NC2CC(C)(C)NC(C)(C)C2)c1,-5%,2,16,0.2%,-19,0%,-2,5%,-3%,-1%,-3%
CCn1nnnc1SCC(=O)NC1Cc2ccccc2C1,-11%,-1,-4,-0.5%,-5,2%,-10,4%,1%,-1%,1%
CC(Sc1cccc[n+]1[O-])C(=O)Nc1cc(Cl)c(Cl)cc1Cl (configuration not stated),6%,.,3,-0.5%,1,-1%,6,-2%,.,?,.
O=C(CCn1c(=S)[nH]c2ccccc2c1=O)NCCSCc1ccccc1,10%,-3,3,-0.2%,-6,-2%,-5,0%,-2%,-3%,12%
CN(C)c1ccc(NC(=O)CCCCCn2nnc3ccccc3c2=O)cc1,11%,1,-10,0.1%,10,1%,9,0%,.,-5%,1%
O=C(NC(=S)NC12CC3CC(CC(C3)C1)C2)c1ccc(F)cc1,-12%,.,-3,-0.8%,-17,0%,-6,6%,.,4%,.
O=C(CN1C(=O)c2ccc([N+](=O)[O-])cc2C1=O)NCCC1=CCCCC1,-6%,.,-8,0.1%,20,-1%,4,5%,.,-1%,.
CCC(=O)c1ccc(OCC(=O)N(CC)CC2COc3ccccc3O2)cc1 (configuration not stated),-12%,.,33,-0.4%,-4,2%,6,5%,.,-3%,.
CC(=O)c1ccc(S(=O)(=O)N2CCC3(CC2)OCCO3)cc1,5%,.,-1,-0.1%,-17,2%,10,10%,.,3%,5%
O=C(Nc1ccc(C(=O)O)cc1)/C(=C\c1ccc(F)cc1)NC(=O)c1ccco1,-4%,-1,-11,-0.1%,-4,2%,-11,0%,.,-1%,1%
CCOC(=O)N1CCC(NC(=O)c2oc3c(c2C)-c2[nH]ncc2CC3)CC1,-10%,-41*,0,0.5%,-8,-5%,9,4%,5%,?,-1%
CC(=O)Nc1ccc(OC(=O)c2cccnc2)cc1,-23%,4,-4,0.2%,-2,-2%,8,-3%,-3%,1%,0%
O=C(c1ccc(Cn2c(=O)[nH]c3ccccc3c2=O)cc1)N1CCN(c2ccc(Cl)cc2)CC1,10%,0,3,0.0%,-7,2%,-8,-9%,-7%,-1%,-3%
Cc1nn(Cc2ccc(C(=O)Nc3ccccc3C(F)(F)F)o2)c(C)c1Br,-6%,-1,-3,0.3%,-11,0%,8,5%,1%,-14%,.
COc1ccc(NC(=O)CCCN2C(=O)CN(C)C2=O)c(OC)c1,-2%,.,-8,-1.4%,-13,1%,-17,8%,.,?,.
NC(=O)C1=C[C@H](C2CCCCC2)C[C@H](OCc2ccc(CO)cc2)O1,-7%,-2,-14,-0.4%,4,-2%,13,-9%,6%,?,-4%
COc1ccc(/C=C/c2nnc(NC(C)=O)s2)cc1,7%,3,-4,0.3%,4,-1%,-28,-3%,-10%,?,6%
Cn1c(N)c(C(=O)COC(=O)/C=C/c2ccc(Cl)cc2)c(=O)n(C)c1=O,16%,.,4,0.1%,1,-2%,9,-3%,.,9%,.
CCn1c(SCc2nc3ccccc3c(=O)[nH]2)nnc1C(C)NC(=O)c1ccccc1 (configuration not stated),5%,8,9,-1.0%,1,-1%,5,-1%,-3%,?,3%
CC(CSc1nnnn1-c1ccccc1)Cn1c(N2CCN(C)CC2)nc2c1c(=O)[nH]c(=O)n2C (configuration not stated),-2%,5,12,0.2%,16,1%,-3,8%,5%,-1%,-1%
CN1/C(=C\C(=O)Nc2ccc(Cl)cc2)C(C)(C)c2ccccc21,-19%,-3,31,-0.5%,5,5%,-4,1%,3%,?,-1%
COCCn1c(=NC(=O)CSCC(=O)N2CCOCC2)sc2ccccc21,-2%,.,-17,-0.3%,.,-1%,10,1%,-10%,1%,-4%
CC(=O)NC(CC(C)C)C(=O)NC(Cc1ccccc1)C(N)=O (configuration not stated),-5%,0,17,-0.5%,-2,9%,11,.,6%,-10%,5%
CC1Cn2c(COc3ccccc3)nnc2S1 (configuration not stated),-24%,0,-11,-0.1%,0,-1%,-6,2%,-1%,1%,-2%
O=C(CCN1CCOCC1)NNC(=O)Nc1cccc([N+](=O)[O-])c1,2%,3,-8,-0.8%,.,-3%,-8,1%,-2%,0%,6%
CC(C)NC(=S)Nc1cccc2cnccc12,-7%,-18,-8,-1.5%,5,2%,9,1%,6%,-1%,3%
O=C(NC1=NCCS1)c1cccc2ccccc12,9%,2,-6,0.0%,15,10%,1,-1%,-1%,3%,0%
Cc1c(NC(=O)CSc2ccccc2F)c(=O)n(-c2ccccc2)n1C,16%,-1,19,0.0%,-1,-1%,?,0%,-10%,0%,14%

# High-throughput results: PubChem BioAssay, National Center for Advancing Translational Sciences (NCATS)
